# From PubChem
# KCNK3 inh: human KCNK3 channel inhibition, primary screen; CHO-KCNK3 thallium flux, FluxOR fluorescence; hits give low values; actives 0.84% (n = 340,000); O14649; AID 602410; B-score at 10 µM;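 active means B-score under library mean minus 4 SD, starting fluorescence ratio at most library mean plus 5 SD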;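 further: more negative B-score means stronger inhibition of thallium flux through KCNK3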
# GSK3 alpha inh: blocks human GSK-3 alpha kinase. P49840. ADP-Glo luminescence, 60 min. inhibition, % at 10 µM. actives 0.1% (n = 320,000). AID 2650;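 in the data active means inhibition above about 50%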;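 further: GST-tagged GSK-3 alpha with peptide substrate and 25 µM ATP; 0% = DMSO neutral wells and 100% = GW8510 positive control wells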
# hERG protect: shields human hERG channel from block by proarrhythmic agents; CHO-hERG, FluxOR thallium flux, dofetilide IC70 present; actives 0.51% (n = 310,000); AID 1511; Q12809; activation (rescue from dofetilide block), less the hit threshold, % at 10 µM;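 active means activation above the mean of controls blocked by dofetilide plus 5 SD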;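 further: thallium influx through hERG after potassium depolarization seen as dye fluorescence rise; in these data hits start at about 4.7%; inactives centre near -7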
# KCNQ1 inh: inhibitors of human KCNQ1 potassium channel; B-score at 10 µM; P51787; actives 1.3% (n = 310,000); CHO-K1 KCNQ1, FluxOR thallium flux fluorescence; hits give high values; AID 2642;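 active means compounds whose thallium flux B-score, printed positive for inhibition, exceeds three library SD while starting fluorescence stays within three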;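 further: channel opened by potassium depolarization with thallium stimulus after 20 min compound exposure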
# Target sequence (P51787 whole entry, looked up): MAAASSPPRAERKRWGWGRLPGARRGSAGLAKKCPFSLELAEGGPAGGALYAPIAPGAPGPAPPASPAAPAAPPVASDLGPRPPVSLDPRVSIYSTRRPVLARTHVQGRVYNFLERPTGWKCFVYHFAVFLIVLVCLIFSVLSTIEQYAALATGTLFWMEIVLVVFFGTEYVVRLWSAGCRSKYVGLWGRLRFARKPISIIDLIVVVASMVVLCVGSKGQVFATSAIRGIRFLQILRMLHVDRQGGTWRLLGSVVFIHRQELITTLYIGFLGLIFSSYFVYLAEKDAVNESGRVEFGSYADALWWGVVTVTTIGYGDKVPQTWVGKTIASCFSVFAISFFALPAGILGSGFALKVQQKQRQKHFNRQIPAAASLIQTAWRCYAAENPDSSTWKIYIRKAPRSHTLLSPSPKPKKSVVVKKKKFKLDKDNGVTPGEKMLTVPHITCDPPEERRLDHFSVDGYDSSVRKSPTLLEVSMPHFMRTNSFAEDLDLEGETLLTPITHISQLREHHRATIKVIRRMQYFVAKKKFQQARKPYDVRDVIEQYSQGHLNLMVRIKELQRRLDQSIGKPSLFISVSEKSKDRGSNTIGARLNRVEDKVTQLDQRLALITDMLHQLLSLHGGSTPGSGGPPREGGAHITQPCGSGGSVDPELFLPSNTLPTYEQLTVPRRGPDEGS
# PolyA inhibitor: yeast polyadenylation inhibition. actives 0.02% (n = 300,000). S. cerevisiae SKY197-pL101 polyadenylation reporter, beta-gal luminescence; efflux-impaired pdr1/pdr3 knockout yeast; score 100 = 6 SD above DMSO. calls only at 12 µM. AID 1875;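 active means lowest replicate activity score at least 50, where 100 means six control SD above control mean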;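 further: yeast exposed to compound for 9 h at 30 °C; higher score means more reporter readthrough which indicates perturbed polyadenylation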
# GSK3B inh: inhibitors of human GSK3beta kinase | P49841 | GST-GSK3beta kinase, ADP-Glo luminescence, 60 min; hits give low values | activity score (negative = inhibition), % at 10 µM | actives 0.038% (n = 300,000);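 active means more than half of replicate wells score below -50%, meaning over 50% inhibition versus plate controls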;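 further: 0% = median DMSO wells and -100% = median GW8510 positive control wells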
#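 Test system: GST-tagged human GSK3beta kinase, cell-free; evaluation: activity score scaled between in-plate DMSO and GW8510 controls; measured by: ADP-Glo luminescence; incubation: 60 min reaction, RT; benchmarks: DMSO and 20 µM GW8510; reagent: peptide substrate plus 25 µM ATP (final); medium: Tris/MgCl2 kinase buffer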
# KCNQ1 pot: potentiators or activators of human KCNQ1 potassium channel; CHO-K1 KCNQ1, thallium flux FluxOR fluorescence; hits give high values; P51787; B-score at 10 µM; AID 2648; actives 0.35% (n = 310,000);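 active means fluorescence ratio B-score, a plate-corrected score, at least three library SD, with initial intensity B-score within 5 SD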
#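 Doses: Single concentration per compound, DMSO matched to controls | Test system: KCNQ1-transfected CHO-K1 cells | Timing: 90 min dye loading and 20 min compound exposure, both at room temperature | Measured by: Kinetic FluxOR thallium fluorescence, 10-s 1-Hz baseline, 110-s post-stimulus read | Medium: Assay buffer with matched DMSO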
# RGS4 act: potentiators or activators of RGS4; HEK293 M3R/inducible RGS4, carbachol calcium flux Fluo4; hits give low values; B-score at 10 µM; actives 0.92% (n = 310,000);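 active means B-score of the integrated calcium signal more than 4 SD below the library mean, with starting fluorescence not abnormally high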;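 further: negative B-score means reduced calcium response which marks RGS4 activation or potentiation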
#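 Material: Inducible-RGS4 HEK293 cells carrying M3 receptor; also added: carbachol at ECmax as muscarinic agonist stimulus; incubation: compound preincubation 20 min at room temperature before agonist; signal: Fluo4-AM (2 µM) calcium-flux fluorescence, kinetic read; measure: integrated calcium ratio converted to B score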
# KCNK9 block: blocks the human KCNK9 two-pore domain potassium channel | Q9NPC2 | HEK293 KCNK9, FluxOR thallium flux fluorescence; hits give low values | B-score at 10 µM | actives 1.2% (n = 310,000) | AID 488922;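 active means ratio B-score over 3 SD below the library mean, with starting fluorescence within 5 SD of its mean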;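 further: negative B-score means less thallium flux so channel inhibition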
# Target sequence (Q9NPC2 whole entry, looked up, the tested form may be a part): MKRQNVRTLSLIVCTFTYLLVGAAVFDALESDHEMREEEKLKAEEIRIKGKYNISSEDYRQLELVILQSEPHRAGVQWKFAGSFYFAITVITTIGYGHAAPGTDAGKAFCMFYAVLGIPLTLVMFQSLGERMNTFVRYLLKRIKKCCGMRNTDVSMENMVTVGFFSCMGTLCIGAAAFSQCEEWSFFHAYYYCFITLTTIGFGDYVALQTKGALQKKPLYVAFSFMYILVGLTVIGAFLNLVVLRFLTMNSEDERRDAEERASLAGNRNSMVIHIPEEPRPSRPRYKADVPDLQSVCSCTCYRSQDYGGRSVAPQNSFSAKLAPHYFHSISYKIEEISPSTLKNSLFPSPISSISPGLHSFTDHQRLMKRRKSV
# DYRK1A inh: Dyrk1A (rat) kinase inhibition; ADP-Glo luminescence, NFATc1 peptide; inhibition, % at 12.5 µM; actives 0.43% (n = 310,000); AID 504441; in the data active means inhibition above about 50%;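 further: plate controls were vehicle with enzyme for no effect and no enzyme for full effect; many of its hits are not listed in these tables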
# RGS4 block: inhibitors of human RGS4; HEK293 M3R/RGS4 inducible, Fluo-4 calcium flux; hits give high values; triggered by carbachol at its EC20; P49798; actives 0.45% (n = 310,000); B-score at 10 µM;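 active means B-score, a plate-corrected calcium signal, over three deviations above library mean, with baseline fluorescence within five deviations of library mean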;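 further: RGS4 expression induced by doxycycline in cells with stable M3 receptor; B-score is computed from the integrated fluorescence ratio over baseline after carbachol; higher B-score means a larger calcium signal and so more RGS4 inhibition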
# Numbers without * were called inactive; i = inactive; · = no result given.
SMILES,KCNK3 inh,GSK3 alpha inh,hERG protect,KCNQ1 inh,PolyA inhibitor,GSK3B inh,KCNQ1 pot,RGS4 act,KCNK9 block,DYRK1A inh,RGS4 block
Cc1ccc(OCc2nnc(SCC(=O)Nc3cccc4ccccc34)n2-c2ccccc2)cc1,i,2,-18,i,i,1,i,i,i,2,i
O=C(C1CC1)N1CCc2cc(S(=O)(=O)NCc3ccccc3)ccc21,i,-2,-3,i,i,1,i,i,i,-7,i
CCC(C)(C)C1CCc2c(sc(N)c2C(N)=O)C1 (stereo not given),i,11,-11,i,i,-5,i,i,i,1,i
O=C(CSc1ccccc1)Nc1cc(Cl)ccc1Oc1ccccc1,i,-2,-7,i,i,-2,i,i,-8.1*,-6,i
Cn1c(CCNC(=O)C2CCCCC2)nc2cc(NC(=O)c3cccs3)ccc21,i,·,-7,i,i,3,i,i,i,·,i
Cc1ccc(Nc2nc(-c3ccc(F)cc3)cs2)nc1,i,4,-4,i,i,-3,i,i,i,·,i
Cc1ccc2nc(C(O)C(O)c3nc4ccc(C)cc4[nH]3)[nH]c2c1 (stereo not given),i,1,-7,i,i,2,i,i,i,3,i
Cc1ccc2c(c1)Oc1ccc(NC(=O)CCl)cc1C(=O)N2,i,·,-9,i,i,1,i,i,i,2,i
O=[N+]([O-])c1c(-c2cn[nH]c2)n[nH]c1-c1cn[nH]c1,i,67*,-13,i,i,-35,i,i,i,-7,i
O=C(CSc1n[nH]c(=O)n1Cc1ccco1)c1ccc2c(c1)OCCO2,i,1,-1,i,i,0,i,i,i,9,i
COc1cccc(C(=O)Nc2cnn(C(C)C)c2)c1,i,0,-11,i,i,0,i,i,i,·,i
CSc1nn2c(C(F)(F)F)cc(C(F)(F)F)nc2c1C(=O)O,i,4,-6,i,i,6,i,i,i,5,i
CCOC(=O)CN(C(=O)CSc1nnc(Cc2ccccc2)n1-c1ccc(C)cc1)c1ccccc1,i,·,-12,i,i,-10,i,i,i,4,i
CCn1c2ccccc2c2nc3cc(S(=O)(=O)N4CCOCC4)ccc3nc21,i,·,-15,i,i,2,i,i,i,-5,i
COc1ccc(CCN2C(=O)CC(NNC(=O)c3ccccc3Br)C2=O)cc1 (stereo not given),i,3,-4,i,i,1,i,i,i,-1,i
CCOc1cc(/C=N/NC(=O)N/N=C/c2ccc(O)c(OCC)c2)ccc1O,i,10,-11,i,i,-1,i,i,i,·,i
COC(=O)c1ccncc1C(=O)Nc1ccc(Oc2ncc(C(F)(F)F)cc2Cl)cc1,i,0,-3,i,i,4,i,i,i,-4,i
CSc1cccc(NC(=O)C2CCN(S(=O)(=O)c3cnc[nH]3)CC2)c1,i,1,-5,i,i,3,i,i,i,-2,i
Cc1[nH]c2ccccc2c1C(=O)C(=O)Nc1ccc2c(c1)OCCO2,i,0,-13,i,i,0,i,i,i,·,i
O=C1c2ccccc2N2C(=O)c3ccccc3[C@H]2N1c1ccccc1,i,4,-12,i,i,-1,i,i,i,1,i
O=C(CN(C(=O)c1csnn1)c1ccccc1F)NC1CCCCC1,i,2,-4,i,i,1,i,i,i,-3,i
O=C(Nc1cccc(-c2nc3ncccc3o2)c1)c1cc2ccccc2o1,i,-2,-22,i,i,1,i,i,-8.3*,56*,i
O=C(O)CC(NC(=O)C12CC3CC(CC(C3)C1)C2)c1cccc([N+](=O)[O-])c1 (stereo not given),i,-3,-3,i,i,1,i,i,i,-3,i
CC1Cc2ccccc2N1C(=O)Cn1c(=O)oc2cc(S(=O)(=O)NC3CCCC3)ccc21 (stereo not given),i,-3,-12,i,i,0,i,i,i,0,i
CCOc1cc(S(=O)(=O)N2CCN(c3ccc(F)cc3)CC2)c(OCC)cc1-n1cnnn1,i,0,-2,i,i,2,i,i,i,3,i
CN(CC(=O)NC1CCCCCCC1)S(=O)(=O)c1cccc2cccnc12,i,-1,-6,i,i,3,i,i,i,3,i
O=C(O)C1=C[C@H](c2ccc(C(F)(F)F)cc2)C[C@H](OCc2ccc(CO)cc2)O1,i,·,-3,i,i,-1,i,i,i,-3,i
COc1ccc(C2=NOC(C(=O)Nc3ccc4c(c3)OCO4)C2)cc1 (stereo not given),i,-1,-6,i,i,1,i,i,i,-2,i
CC(C)N1CCN(Cc2ccc(-c3ccccc3)cc2)CC1CCO (stereo not given),i,0,-6,i,i,1,i,i,i,2,i
CC(C)CC1=NN(C(=O)c2ccncc2)C(O)(C(F)(F)F)C1 (stereo not given),i,-3,-6,i,i,-9,i,i,i,5,i
COc1ccc(N(C=O)C(C(=O)Nc2c(C)cccc2C)c2ccccc2)cc1 (stereo not given),i,0,-9,i,i,1,i,i,i,-4,i
Cc1cc(C)n(CCN(C)C(=O)C2CCC(=O)N(CCc3cccc(F)c3)C2)n1 (stereo not given),i,-1,-8,i,i,-3,i,i,i,-1,i
S=C1NC2(CCCCC2)Cc2ccccc21,i,-1,-8,i,i,2,i,i,i,-4,i
C/C(CC(=O)Nc1ccc(N(C)C)cc1)=N\NC(=O)c1ccc(Cl)cc1Cl,i,-2,-8,i,i,-1,i,i,i,-1,i
COC(=O)/C=C(\Oc1ccccc1)C1(O)CCCCC1,i,-2,-2,i,i,0,i,i,i,12,i
Cc1cccc(NC(=O)CSc2nnc(CNC(=O)c3ccco3)n2C)c1,i,-2,-9,i,i,-1,i,i,i,-2,i
CC(C)CCN1CCN(Cc2cccn2-c2ccc(Cl)cn2)CC1CCO (stereo not given),i,2,-7,i,i,3,i,i,i,-2,i
CC(=O)c1ccccc1OCCOc1ccccc1C(C)=O,i,1,-3,i,i,1,i,i,i,2,i
O=C(Nc1ccccc1C(=O)NCc1ccccc1)c1ccccc1Br,i,-4,-9,i,i,-5,i,i,i,-13,i
CC(=O)N1CC(C)Sc2ccc(S(=O)(=O)N3CCCCC3)cc21 (stereo not given),i,5,-2,i,i,4,i,i,i,-5,i
CC(Sc1nnc(Cn2c(=O)sc3ccccc32)n1C)c1ccccc1 (stereo not given),i,-1,-10,i,i,1,i,i,i,-2,i
COc1ccc(F)c(CN2CCCC(CNS(=O)(=O)c3cccc4cccnc34)C2)c1 (stereo not given),i,1,-5,i,i,1,i,i,i,-7,i
COc1cccc(CNCc2ccccc2Br)c1OC,i,2,-6,i,i,-2,i,i,i,7,i
CCc1ccc(S(=O)(=O)N2CCN(C(=O)c3cccnc3)CC2)cc1,i,-4,-5,i,i,0,i,i,i,2,i
COc1ccccc1CN1CC(C(=O)N2CCC(C(=O)c3ccccc3)CC2)CCC1=O (stereo not given),i,1,-10,i,i,-3,i,i,i,-10,i

# Not a retest: entries from further up.
SMILES,KCNK3 inh,GSK3 alpha inh,hERG protect,KCNQ1 inh,PolyA inhibitor,GSK3B inh,KCNQ1 pot,RGS4 act,KCNK9 block,DYRK1A inh,RGS4 block
Cc1cccc(NC(=O)CSc2nnc(CNC(=O)c3ccco3)n2C)c1,i,-2,-9,i,i,-1,i,i,i,-2,i
CC(C)CCN1CCN(Cc2cccn2-c2ccc(Cl)cn2)CC1CCO (stereo not given),i,2,-7,i,i,3,i,i,i,-2,i
CC(=O)c1ccccc1OCCOc1ccccc1C(C)=O,i,1,-3,i,i,1,i,i,i,2,i
O=C(Nc1ccccc1C(=O)NCc1ccccc1)c1ccccc1Br,i,-4,-9,i,i,-5,i,i,i,-13,i

# More results follow:
SMILES,KCNK3 inh,GSK3 alpha inh,hERG protect,KCNQ1 inh,PolyA inhibitor,GSK3B inh,KCNQ1 pot,RGS4 act,KCNK9 block,DYRK1A inh,RGS4 block
COc1cc(/C=N/Nc2nncn2/N=C/c2ccc(O)c(OC)c2)ccc1O,i,17,-15,i,i,-8,i,i,i,30,i
C=CCC(NC(C)c1ccccc1)c1ccco1 (stereo not given),i,-1,-6,i,i,0,i,i,i,-6,i
O=C(c1nc2ccccn2c1CNCC1OCCc2ccccc21)N1CCOCC1 (stereo not given),i,-2,-6,i,i,-4,i,i,i,-1,i
Cc1ccc(C(C(=O)NC2CCCC2)N(C(=O)Cc2cccs2)c2ccc3c(c2)OCCO3)cc1 (stereo not given),i,-2,-9,i,i,1,i,i,i,-6,i
CC(C)(C)c1ccc(-c2nc(O)c(CC(=O)O)s2)cc1,·,-1,-12,i,i,-1,i,i,i,·,i
CCNC(=O)COc1cccc(C(=O)NCc2ccccc2)c1,i,1,-11,i,i,4,i,i,i,-3,i
COc1ccc(-n2c(SCCC(=O)O)nnc2-c2ccncc2)cc1,i,-5,-9,i,i,-16,i,i,i,2,i
O=C(CN1C(=O)c2cccc3cccc(c23)C1=O)N1CCN(Cc2ccc3c(c2)OCO3)CC1,i,·,-7,i,i,-1,i,i,i,-4,i
CCOc1ccc(N2C(=O)CC(n3nc(C)cc3C)C2=O)cc1 (stereo not given),i,-2,-10,i,i,0,i,i,i,8,i
CCCN(CC(=O)Nc1ccc(NC(C)=O)cc1)CC(=O)Nc1ccc(F)c(F)c1F,i,-1,-16,i,i,·,i,i,i,-5,i
CC1=C(C)CC(C(=O)NCCc2ccccc2)C(C(=O)O)C1 (stereo not given),i,·,-11,i,i,0,i,i,i,-2,i
CC(C(=O)NC1CC1)c1ncc(C(F)(F)F)cc1Cl (stereo not given),i,-4,-11,i,i,4,i,i,i,2,i
CC(c1ccon1)N(C)C(=O)CCc1nnc(C2(c3ccc(Cl)cc3)CCC2)o1 (stereo not given),i,1,-16,i,i,6,i,i,i,-2,i
Cc1cccc(OCC(=O)Nc2ccc(N3CCCC3)cc2)c1C,i,-1,-2,i,i,3,i,i,i,0,i
CCCN(CCC)CCNC(=O)C1CC(=O)N(c2ccc(OC)cc2)C1c1ccc(OC)cc1 (stereo not given),i,-3,-11,i,i,-1,i,i,i,-4,i
CC(=O)c1cnn(-c2ccc(Cl)c(Cl)c2Cl)c1C,i,0,-7,i,i,-4,i,i,i,·,i
CCCCCn1c(=O)c(C(=O)c2ccccc2)nc2ccccc21,i,-1,-12,i,i,1,i,i,-15*,-3,i
Brc1ccc(-c2nnc3n2-c2ccccc2CC3)cc1,i,11,-3,i,i,-3,i,i,i,-4,i
O=S(=O)(/N=C(/Nc1cccc2ccccc12)c1ccccc1)c1ccc(Br)cc1,i,1,-5,i,i,-3,i,i,i,-5,i

# These rows are one share of the data, so the mix of outcomes need not match the whole.
